Compound activity deposited in PubChem BioAssay by several laboratories.
Rin1 Abl inh – inhibitors of human Rin1-Abl protein interaction | P00519+Q13671 | AID 588664 | hit rate 0.4% among 360,000 | inhibition, % at 7.35 µM | TR-FRET Rin1/Abl binding, biochemical; in the data active means inhibition above about 5%, passing the limit was not always enough
MsrA act – bovine methionine sulfoxide reductase A activation. purified bovine MsrA, absorbance read-out. activation, % at 10.6 µM. hit rate 0.3% among 360,000; in the data active means activation above about 7.5%;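 further: 0% = vehicle and 100% = reference activator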
CendR NRP1 mod – modulators of CendR peptide binding to human neuropilin-1; FAM-RPARPAR peptide binding to NRP-1, fluorescence polarization; inhibition, % at 25 µM; hit rate 0.85% among 360,000; AID 602438;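 active means inhibition or corrected inhibition above about 18%, plus a signal ratio from 0.5 to 1.5, limit read from the data, passing the limit was not always enough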; further: strong numbers were not always called active
MT1-MMP act inh – MT1-MMP (human) activation inhibition; HT1080 RFP-PRO-GFP cells, GFP/RFP ratio fluorescence, overnight; percent of plate control window, DMSO zero; GFP/RFP ratio change, % at 20 µM; hit rate 0.061% among 360,000; P50281;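 active means GFP/RFP ratio change of at least 30% with cell ATP level not reduced by more than half and red fluorescence within 50% of control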; further: strong numbers were not always called active
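Test system: HT1080 cells expressing an RFP-PRO-GFP fluorescent reporter construct / Compound dosing: single-point 20 µM compound, 1% DMSO / Schedule: cells overnight before dosing, compound overnight, 37 °C, 5% CO2 / Evaluation: GFP/RFP fluorescence ratio / Control set: DMSO and RFP-L50D-GFP cell wells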
SKN-1 block – blocks SKN-1 activity in C. elegans. C. elegans VP596 Pgst-4::GFP/RFP ratio, acrylamide-induced, 24 h. inhibition, % at 21.8 µM. hit rate 0.49% among 360,000. AID 624304;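 active means interference check ratio from 0.5 to 1.5 plus GFP to RFP signal ratio inhibition reaching or exceeding a fixed threshold, cut at about 30% in these data, passing the limit was not always enough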; further: some compounds called inactive have numbers as strong as hits
FAS-TE inh – FAS thioesterase (human) inhibition | inhibition, % at 15 µM | P49327 | recombinant FAS-TE, OMFH fluorogenic substrate, fluorescence endpoint | hit rate 0.67% among 360,000;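 active means compounds whose normalised, plate-corrected inhibition of enzyme fluorescence in the single-dose primary screen is 50% or more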;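 further: 0% = DMSO with enzyme and 100% = substrate without enzyme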
Target sequence (P49327 whole entry, looked up): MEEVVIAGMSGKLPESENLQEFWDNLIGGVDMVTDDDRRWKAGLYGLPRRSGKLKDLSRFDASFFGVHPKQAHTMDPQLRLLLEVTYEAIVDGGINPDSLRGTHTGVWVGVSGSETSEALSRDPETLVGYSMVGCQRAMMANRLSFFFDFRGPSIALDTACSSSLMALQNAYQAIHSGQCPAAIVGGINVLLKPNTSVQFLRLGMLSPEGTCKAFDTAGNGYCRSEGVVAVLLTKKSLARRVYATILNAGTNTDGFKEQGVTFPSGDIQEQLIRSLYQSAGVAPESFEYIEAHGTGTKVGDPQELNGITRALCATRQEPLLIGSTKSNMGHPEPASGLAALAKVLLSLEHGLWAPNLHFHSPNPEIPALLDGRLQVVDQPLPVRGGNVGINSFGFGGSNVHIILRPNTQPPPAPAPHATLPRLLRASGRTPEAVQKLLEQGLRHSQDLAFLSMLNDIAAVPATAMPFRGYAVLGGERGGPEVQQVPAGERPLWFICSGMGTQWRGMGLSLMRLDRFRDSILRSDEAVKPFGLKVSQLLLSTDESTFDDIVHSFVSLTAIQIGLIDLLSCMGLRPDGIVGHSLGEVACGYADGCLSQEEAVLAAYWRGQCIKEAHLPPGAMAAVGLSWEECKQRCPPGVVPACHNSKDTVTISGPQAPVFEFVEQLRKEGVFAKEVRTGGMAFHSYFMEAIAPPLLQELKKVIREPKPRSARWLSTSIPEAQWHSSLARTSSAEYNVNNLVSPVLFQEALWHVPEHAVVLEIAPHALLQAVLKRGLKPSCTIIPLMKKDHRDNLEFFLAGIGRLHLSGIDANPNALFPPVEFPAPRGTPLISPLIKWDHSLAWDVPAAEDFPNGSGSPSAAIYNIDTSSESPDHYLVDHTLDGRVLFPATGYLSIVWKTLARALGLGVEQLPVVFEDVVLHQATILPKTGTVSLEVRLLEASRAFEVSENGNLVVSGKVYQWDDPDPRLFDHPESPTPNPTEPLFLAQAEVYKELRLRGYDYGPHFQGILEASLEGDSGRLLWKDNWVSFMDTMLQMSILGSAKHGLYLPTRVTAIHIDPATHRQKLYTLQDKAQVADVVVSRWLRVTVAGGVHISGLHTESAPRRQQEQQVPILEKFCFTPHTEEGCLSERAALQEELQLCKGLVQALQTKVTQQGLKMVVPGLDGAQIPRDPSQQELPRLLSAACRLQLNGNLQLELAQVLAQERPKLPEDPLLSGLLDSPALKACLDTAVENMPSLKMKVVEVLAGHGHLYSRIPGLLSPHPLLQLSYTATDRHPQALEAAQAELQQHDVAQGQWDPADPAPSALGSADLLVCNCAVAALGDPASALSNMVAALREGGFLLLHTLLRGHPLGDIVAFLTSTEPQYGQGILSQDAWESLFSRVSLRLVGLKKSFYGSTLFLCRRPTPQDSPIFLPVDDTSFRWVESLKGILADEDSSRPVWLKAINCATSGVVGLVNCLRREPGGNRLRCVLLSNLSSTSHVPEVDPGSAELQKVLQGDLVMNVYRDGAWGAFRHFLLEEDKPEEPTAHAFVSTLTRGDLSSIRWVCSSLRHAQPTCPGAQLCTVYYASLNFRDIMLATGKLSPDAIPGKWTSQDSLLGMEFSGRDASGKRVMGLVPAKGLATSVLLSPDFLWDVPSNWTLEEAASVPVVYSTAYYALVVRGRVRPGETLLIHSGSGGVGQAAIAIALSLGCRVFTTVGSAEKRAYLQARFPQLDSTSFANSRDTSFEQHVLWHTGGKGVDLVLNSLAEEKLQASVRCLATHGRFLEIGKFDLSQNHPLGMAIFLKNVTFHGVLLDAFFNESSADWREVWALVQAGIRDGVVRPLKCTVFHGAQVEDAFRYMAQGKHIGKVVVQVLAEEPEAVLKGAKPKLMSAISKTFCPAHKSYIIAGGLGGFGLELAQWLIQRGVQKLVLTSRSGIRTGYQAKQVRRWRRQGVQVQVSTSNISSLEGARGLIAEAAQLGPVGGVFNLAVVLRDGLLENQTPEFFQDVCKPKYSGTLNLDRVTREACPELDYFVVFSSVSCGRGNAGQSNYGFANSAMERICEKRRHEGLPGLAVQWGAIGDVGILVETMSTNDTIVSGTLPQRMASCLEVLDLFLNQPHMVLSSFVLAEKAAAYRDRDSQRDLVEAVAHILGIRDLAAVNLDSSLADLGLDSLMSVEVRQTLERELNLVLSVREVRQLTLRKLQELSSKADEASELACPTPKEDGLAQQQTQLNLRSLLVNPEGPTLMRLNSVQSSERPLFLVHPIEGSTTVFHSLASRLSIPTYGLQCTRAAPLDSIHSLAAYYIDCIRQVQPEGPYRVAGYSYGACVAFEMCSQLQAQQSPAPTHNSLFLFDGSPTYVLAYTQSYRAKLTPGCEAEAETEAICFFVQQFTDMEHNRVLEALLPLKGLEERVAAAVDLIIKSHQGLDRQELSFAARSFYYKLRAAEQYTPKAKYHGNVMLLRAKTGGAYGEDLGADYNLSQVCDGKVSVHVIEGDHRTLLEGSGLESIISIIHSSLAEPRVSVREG
MLLE-PAM2 inh – inhibitors of microRNA-mediated deadenylation, human PABP1 MLLE binding; hit rate 0.36% among 360,000; AID 588489; GST-MLLE / FITC-PAM2 fluorescence polarization; inhibition, % at 20 µM; P11940; in the data active means inhibition above about 35%, passing the limit was not always enough;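 further: plate controls were DMSO wells with GST-MLLE for no effect and wells lacking GST-MLLE protein for full effect; some results filed as inactive read as strong as hits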
E coli Lon inh – E. coli protease La inhibition. purified E. coli Lon protease, fluorescence polarization. inhibition, % at 7.94 µM. hit rate 0.42% among 360,000; in the data active means inhibition above about 13%, passing the limit was not always enough;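 further: 0% = enzyme with probe and DMSO and 100% = no enzyme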
Neddylation inh – cullin neddylation inhibition. TR-FRET cullin neddylation, biochemical. calls only at 25 µM. hit rate 0.58% among 360,000. AID 651699; in the data active means inhibition above about 36%
An asterisk follows results filed as active; i = inactive; . = not tested or not shown; + = active, no number.

SMILES	Rin1 Abl inh	MsrA act	CendR NRP1 mod	MT1-MMP act inh	SKN-1 block	FAS-TE inh	MLLE-PAM2 inh	E coli Lon inh	Neddylation inh
COc1ccc2c(C)c(C(=O)NCC(C)O)oc2c1OC (centres undefined)	2	-5	-17	-4	-1	-4	7	-5	.
COc1ccc(-c2oc(/N=C/N3CCCC3)c(C#N)c2-c2ccc(OC)cc2)cc1	-1	-6	-7	3	-20	25	-20	1	i
COc1cc(CNCCCN2CCOCC2)c(Br)cc1OCC(=O)Nc1ccccc1C	3	-2	7	5	7	-5	13	-2	i
CCC1=NN(C(=O)c2ccccc2Br)C(O)(c2ccc(Br)cc2)C1 (centres undefined)	3	-15	-17	-7	-5	4	-19	0	i
COc1cc(C(O)c2nc(/C=C/c3ccc(C(F)(F)F)cc3)cs2)ccc1F (centres undefined)	0	-2	-2	13	-1	30	-7	-9	i
COc1cccc(NC(=O)COc2ccc(C)cc2)c1	3	-4	1	7	2	1	-6	-5	i
CCn1cc(CN2CCN(C)C(CCO)C2)c2ccccc21 (centres undefined)	0	-2	-3	0	-5	-5	-19	1	i
C=CCN(C(=O)c1cccc(N2C(=O)C3CC=CC(C)C3C2=O)c1)c1ccccc1 (centres undefined)	-4	-1	-5	-1	5	-1	17	-6	i
CCOC(=O)C(=C1Nc2ccccc2N1)n1c(-c2ccco2)nc2ccccc21	.	-5	-20	-4	30	-9	.	41*	i
CC(C)=CCc1c(O)cc2c(c1O)C(=O)CC(c1ccccc1)O2 (centres undefined)	3	-4	7	-3	-3	-3	-4	-12	i
CN1CCc2c(C#N)c(N3CCCCC3)nc(NCc3ccccc3)c2C1	-6	2	3	-21	26	-2	47	6	.
CN(Cc1ccccc1)C(=O)c1[nH]cnc1C(=O)NCc1ccc(CNC(=O)OC(C)(C)C)cc1	0	-4	30*	-1	-4	10	7	3	i
O=C1OCc2cc(-n3cccc3)ccc21	0	-8	9	5	8	2	-5	0	i
CC(NC(=O)COC(=O)COc1ccc(C(=O)c2ccccc2)cc1)c1ccccc1 (centres undefined)	1	-1	3	5	1	-5	0	-7	i
NC(=O)CN1CCCC1c1ccc2c(c1)OCCO2 (centres undefined)	6	-1	-2	2	10	-3	10	7	i
CCOC(=O)C1=C(c2ccccc2)ON(C)C1c1ccccc1 (centres undefined)	1	-3	6	1	8	-6	1	7	i
COC(=O)C1=C(C)N(CCc2c[nH]c3ccccc23)C(=O)/C1=C\N(C)C	3	-9	-10	-16	7	-6	12	-5	i
CCOc1ccc(CCNC(=O)CCNS(=O)(=O)c2ccc(Br)cc2)cc1OCC	2	1	2	-3	3	-3	-4	2	i
N#Cc1c(N)nc(SCC(=O)OCc2ccccc2)c(C#N)c1-c1ccco1	5	-3	-52	-1	0	3	-28	-9	i
Cc1ccc(NC(=O)C(=O)NC(C)C2COc3ccccc3O2)cc1 (centres undefined)	2	-1	1	-3	-10	5	-11	1	i
CSCCC(NS(=O)(=O)c1ccc2c(c1)oc(=O)n2C)C(=O)NC1CCCCC1 (centres undefined)	-2	-1	7	1	3	-1	9	10	i
COc1ccc(S(=O)(=O)N2CCN(S(=O)(=O)c3ccc(C(F)(F)F)cc3)CC2)cc1C	-2	-2	12	5	-11	-3	3	1	i
Cc1cccc(C)c1N1CCN(S(=O)(=O)N2CCOCC2)CC1	-2	0	-5	-3	-10	9	27	21*	i
Cc1ccc(S(=O)(=O)N2C[C@H]3C(=O)C[C@@H](c4ccc(Cl)cc4)N(S(=O)(=O)c4ccc(C)cc4)[C@H]3C[C@H]2c2cccc3ccccc23)cc1	0	-3	-12	3	-10	17	-12	5	i
Cc1cc(NCCCCCCCNc2cc(C)nc3cc([N+](=O)[O-])ccc23)c2ccc([N+](=O)[O-])cc2n1	-8	0	16	-53	-2	-18	-86	8	+
Next section.
SMILES	Rin1 Abl inh	MsrA act	CendR NRP1 mod	MT1-MMP act inh	SKN-1 block	FAS-TE inh	MLLE-PAM2 inh	E coli Lon inh	Neddylation inh
CCNc1nc(SCCOc2ccc(Br)cc2)nc(N(C)C)n1	3	2	15	0	14	28	-1	0	i
Cn1c2ccccc2c(=O)c2ccc(C#CC3(O)CCCCC3)cc21	-2	-1	-9	5	17	18	-5	12	.
Cc1ccc(N2C(=O)c3cccc(Oc4ccc(Cl)cc4)c3C2=O)c(C)c1	3	-3	8	0	-12	27	-6	1	i
Cc1cc(C(=O)CSc2nnc3c(Cl)cc(Cl)cn23)c(C)n1C	1	-4	-2	2	15	-10	-36	-9	i
COc1ccccc1NS(=O)(=O)c1ccc(C(=O)N2CCN(c3ccccc3)CC2)cc1	4	-4	4	4	5	11	3	-1	i
CCC(C)c1ccccc1NC(=O)c1[nH]c(C)c(C(C)=O)c1C (centres undefined)	1	-4	9	-1	-14	4	9	6	i
Cn1c(=O)c(=O)n(C)c2cc(S(=O)(=O)N3CCCC3C(=O)NCc3cccnc3)ccc21 (centres undefined)	-4	-2	-6	-4	4	-1	4	8	i
O=C(O)c1c(-c2ccccc2)nnc2ccccc12	4	-5	11	-1	21	-6	-8	-16	i
O=C(CCC(=O)NC1CCCCC1)N/N=C/c1ccncc1	0	-2	6	0	6	-5	11	-1	i
O=Cc1ccc(-c2cc(Cl)ccc2Cl)[nH]1	-6	-5	11	-9	3	6	-22	-3	i
CCOC(=O)C1(Cc2cccc(OC)c2)CCN(Cc2cccnc2)CC1	-2	-4	2	-2	9	0	-1	4	i
COC(=O)c1cc(=O)nc2sc(-c3ccc(F)cc3)nn12	1	-11	0	0	-13	-4	33	7	i
COc1ccc(NS(=O)(=O)c2cc3c(cc2C)N(C)CCO3)c(OC)c1	3	-2	-3	6	6	8	0	2	i
CN(Cc1ccc(Cl)s1)C(=O)CNC(=O)CNC(=O)c1ccc(Cl)cc1Cl	-6	-1	9	3	-3	-1	-6	-4	i
CCCCOc1ccc(C(=O)Oc2cc(C)[nH]c(=O)c2[N+](=O)[O-])cc1	2	1	-1	-1	12	-5	-5	-1	i
Cc1ccccc1CC(=O)N1CCCC1	2	-4	-4	3	-4	-4	0	8	i
CCOC(=O)C1(CCOc2ccccc2)CCN(Cc2cc(OC)c3c(c2)OCO3)CC1	-1	-3	-8	-5	4	20	2	-3	i
Cc1ccc(S(=O)(=O)N(CCCO)CC(O)CON=C2c3ccccc3-c3ccccc32)cc1 (centres undefined)	-1	0	24	-9	8	27	-26	-10	i
CCOC(=O)CNC(=O)CSc1nc(C)cc(C)c1C#N	-5	-2	0	-4	29	3	-5	0	i
Brc1cnc(N2CCOCC2)nc1N1CCCCC1	-5	-2	-1	2	6	4	8	-1	i
COc1ccc(S(=O)(=O)NCC(=O)NC2CC2)cc1OC	1	-8	3	0	-1	-9	15	5	i
Cn1nnc(NC(=S)NC(=O)c2ccc(-c3ccc(Br)cc3)o2)n1	-7	-1	-1	7	0	6	32	1	i
Nc1nc(Cn2nnc(-c3ccccc3Cl)n2)nc(N2CCOCC2)n1	-2	-1	1	-1	20	-2	10	-4	i
Nc1cn(C2OC(CO)C(O)C2O)c(=O)[nH]c1=O (centres undefined)	-1	-1	-4	-2	-10	-2	10	1	i
COc1ccccc1CNC(=O)COC(=O)C1CCN(S(=O)(=O)c2ccccc2)CC1	4	-3	5	2	-4	-3	12	-3	i

Quoted at random: 7 records from the list
SMILES	Rin1 Abl inh	MsrA act	CendR NRP1 mod	MT1-MMP act inh	SKN-1 block	FAS-TE inh	MLLE-PAM2 inh	E coli Lon inh	Neddylation inh
Cc1cc(C(=O)CSc2nnc3c(Cl)cc(Cl)cn23)c(C)n1C	1	-4	-2	2	15	-10	-36	-9	i
CC(NC(=O)COC(=O)COc1ccc(C(=O)c2ccccc2)cc1)c1ccccc1 (centres undefined)	1	-1	3	5	1	-5	0	-7	i
CN(Cc1ccccc1)C(=O)c1[nH]cnc1C(=O)NCc1ccc(CNC(=O)OC(C)(C)C)cc1	0	-4	30*	-1	-4	10	7	3	i
CCOC(=O)CNC(=O)CSc1nc(C)cc(C)c1C#N	-5	-2	0	-4	29	3	-5	0	i
N#Cc1c(N)nc(SCC(=O)OCc2ccccc2)c(C#N)c1-c1ccco1	5	-3	-52	-1	0	3	-28	-9	i
COc1ccccc1CNC(=O)COC(=O)C1CCN(S(=O)(=O)c2ccccc2)CC1	4	-3	5	2	-4	-3	12	-3	i
O=C1OCc2cc(-n3cccc3)ccc21	0	-8	9	5	8	2	-5	0	i

(cont.)
SMILES	Rin1 Abl inh	MsrA act	CendR NRP1 mod	MT1-MMP act inh	SKN-1 block	FAS-TE inh	MLLE-PAM2 inh	E coli Lon inh	Neddylation inh
CC(=O)Nc1ccc(NC(=O)CSc2nnc(-c3cccs3)n2C)cc1	0	-4	-7	0	-1	-1	0	6	i
COc1cc(C(C2=C(O)CC(C)(C)CC2=O)C2C(=O)CC(C)(C)CC2=O)cc(OC)c1OC (centres undefined)	2	-4	5	4	10	-4	25	0	i
CC(NC(=S)Nc1ccc(Cl)cc1)C(c1ccccc1)N1CCOCC1 (centres undefined)	0	-3	0	1	11	9	-10	2	i
O=C(Cc1cccc(NC(=O)C2CCN(C(=O)c3ccccc3)CC2)c1)Nc1cccc(C(=O)N2CCOCC2)c1	0	1	3	4	-9	-8	6	-8	i
O=C(COC(=O)c1cnccn1)Nc1ccc2c(c1)OCO2	2	-3	7	-3	-2	-12	-8	-12	i
O=C(c1ccc(Cn2cnnn2)cc1)N1CCCC(Nc2ccc(F)cc2)C1 (centres undefined)	4	-5	7	-3	1	-4	2	-6	i
CC(C)OC(=O)/C=C1\C[C@@H](c2ccccc2C(F)(F)F)O[C@@H](c2ccccc2C(F)(F)F)O1	.	.	10	2	9	.	.	.	i
COc1ccc(-c2cc(C(=O)NCC3CCCO3)c3ccccc3n2)cc1 (centres undefined)	-2	-1	4	0	8	-4	-8	-2	.
Cc1ccccc1CNc1nnnn1C	-1	-3	10	1	2	-2	2	-8	i
CC1CCc2cc(F)ccc2N1C(=O)c1cnc2sccn2c1=O (centres undefined)	5	-4	-7	-6	2	-6	-3	-6	i
CC(C)(C)SCCNS(=O)(=O)c1ccc(C#N)cc1	-1	-4	15	0	0	-4	-4	11	i
CC(C)(C)NC(=O)c1ccccc1-c1nc(-c2ccccc2Cl)no1	0	-3	3	3	-4	6	0	1	i
CN(C)c1ncnc2c1ncn2-c1ccccc1	0	-7	10	0	6	-11	-4	-1	i
COc1ccc(S(=O)(=O)CCC(=O)N2CCN(c3ccc(C(C)=O)cc3)CC2)cc1	-4	-4	-3	0	13	-2	5	2	i
C[C@@H]1CC[C@]2(C(=O)O)CC[C@]3(C)C(=CCC4[C@]56CC[C@@](O)(OC5)C(C)(C)C6CC[C@]43C)C2[C@H]1C (some centres undefined)	4	1	-18	6	1	14	-14	-6	i
COC(=O)C(C)N(C(=O)c1ccc(C(=O)c2ccccc2)cc1)c1c(C)cccc1C (centres undefined)	-2	-3	-1	-16	13	23	0	-5	i
C/C=C/c1ccc(OC)c(OC(C)=O)c1	-1	0	7	2	-6	-5	-5	-4	i
CN(CC(=O)Nc1ccccc1Br)C(=O)c1ccccc1OCc1ccc(Cl)cc1	-2	-2	3	-6	18	29	10	-1	i
CCOC(=O)Cc1csc(NC(=O)Cc2ccc(Br)cc2)n1	-2	-8	23	-1	5	2	-1	3	i
CN(C)c1ccc(CN(C(=O)c2ccco2)C2CCS(=O)(=O)C2)cc1 (centres undefined)	1	-2	-5	1	-3	-7	-8	-2	i
CCOC(=O)N/N=C\c1ccc(OC(=O)c2ccco2)cc1	0	1	3	-2	7	1	-6	-1	i
COc1cc(OC)cc(-c2cc3ccc(OC)cc3cn2)c1	-1	0	-15	9	1	16	6	9	i
CCC(=O)N1CCN(c2ccccc2NC(=O)Cc2ccc(Cl)cc2)CC1	3	-5	7	-3	10	0	0	-20	i
CCOC(=O)NN1C(=O)c2ccccc2NC1c1ccccn1 (centres undefined)	4	-4	14	-3	2	-4	-3	4	.
Cc1ccc(CNc2ccc3c(c2)ncn3C(C)(C)C)cc1	-1	-5	0	8	11	0	10	-2	i

The order is random; any-hit rate near 4%.
